Screens: PubChem BioAssay, The Scripps Research Institute Molecular Screening Center
CHO parental Ca – ATP-evoked calcium signal inhibitors, parental CHO, primary screen, counter-screen for OX1R antagonist project, cell-based, fluorescence, Fluo-8 calcium dye. parental CHO-K1, ATP-induced calcium, Fluo-8 fluorescence. inhibition, % at 5.6 µM. AID 463079, 2010. 0.63% of 330,000 active;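 active means inhibition above that plate's mean sample inhibition plus 3 SD, cut at about 26% in these data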;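 further: 0% = ATP-challenged DMSO wells and 100% = DMSO wells without ATP; some compounds past the cut are filed as inactive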
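Test system: parental CHO cells; detection: calcium-sensitive Fluo-8 fluorescence; evaluation: percent inhibition of calcium signal; also added: ATP as calcium-mobilizing challenge; repeats: one well per compound; control set: ATP-challenged DMSO wells low, unchallenged DMSO wells high; compound: single nominal dose of 5.6 µM per compound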
CHO-K1 Ca ag – counter-screen for M1 agonists: effect in parental CHO-K1 cells; Fluo-8 calcium fluorescence; scaled to maximal ATP response, vehicle zero; activation, % at 3 µM; AID 602248, 2012; 0.48% of 360,000 active; in the data active means activation above about 15%;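 further: untransfected CHO-K1 host cells lacking M1 receptor as counterscreen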
CHRM1 agonist – human M1 muscarinic receptor agonists, primary screen, Fluo-8 calcium fluorescence, CHO-K1 cells, HTS; Muscarinic acetylcholine receptor M1 (Homo sapiens), P11229; CHO-K1 hM1, agonist mode; 0% DMSO, 100% acetylcholine EC100; activation, % at 3 µM; 0.33% of 360,000 active;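 active means activation above the run's mean compound activation plus 3 SD, cut at about 16% in these data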;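 further: peak over basal fluorescence ratio within a 140 s kinetic read after compound addition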
Target sequence (P11229 whole entry, looked up): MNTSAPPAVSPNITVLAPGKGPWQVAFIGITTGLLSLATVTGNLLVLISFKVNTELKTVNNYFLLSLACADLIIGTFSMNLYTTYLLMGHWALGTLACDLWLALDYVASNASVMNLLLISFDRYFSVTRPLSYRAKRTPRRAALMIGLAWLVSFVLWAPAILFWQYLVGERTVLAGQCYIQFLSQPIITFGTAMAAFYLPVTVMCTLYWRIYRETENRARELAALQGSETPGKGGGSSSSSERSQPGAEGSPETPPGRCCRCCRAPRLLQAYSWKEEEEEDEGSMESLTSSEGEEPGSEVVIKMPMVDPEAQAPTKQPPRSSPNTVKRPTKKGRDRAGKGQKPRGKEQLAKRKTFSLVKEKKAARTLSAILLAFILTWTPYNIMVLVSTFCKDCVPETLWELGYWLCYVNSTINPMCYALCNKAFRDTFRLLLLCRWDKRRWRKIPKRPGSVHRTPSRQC
OXTR potentiate – human OXTR potentiators, primary screen, fluorescence, CHO-OTR cells, Fluo-8 calcium. Oxytocin receptor (Homo sapiens), P30559. Fluo-8 calcium fluorescence, potentiator mode; 0% = oxytocin EC15, 100% = EC100. activation, % at 3 µM. 0.061% of 320,000 active;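 active means activation above that plate's cutoff, the mean activation of tested compounds plus 3 SD, cut at about 6.6% in these data, passing the limit was not always enough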;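 further: 100% uses oxytocin at 75 nM as the full agonist control; some results filed as inactive read as strong as hits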
Target sequence (P30559 whole entry, looked up): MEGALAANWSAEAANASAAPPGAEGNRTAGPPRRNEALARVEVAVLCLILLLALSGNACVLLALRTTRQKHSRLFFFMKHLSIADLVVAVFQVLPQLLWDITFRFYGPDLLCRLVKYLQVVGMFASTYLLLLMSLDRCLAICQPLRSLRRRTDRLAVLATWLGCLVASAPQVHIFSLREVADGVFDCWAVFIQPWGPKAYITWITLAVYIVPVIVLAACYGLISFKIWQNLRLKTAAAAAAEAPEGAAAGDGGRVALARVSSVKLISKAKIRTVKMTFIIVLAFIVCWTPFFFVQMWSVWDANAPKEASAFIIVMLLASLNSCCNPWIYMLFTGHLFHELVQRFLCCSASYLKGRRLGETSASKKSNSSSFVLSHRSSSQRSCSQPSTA
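Dosing: Single dose, 3.0 µM nominal final compound concentration | Material: Human OTR in CHO cells | Technique: Kinetic Fluo-8 calcium fluorescence | Benchmarks: EC15 oxytocin alone as 0%, 75 nM oxytocin as 100% | Probe or stimulus: Oxytocin at about EC15, sub-maximal agonist stimulus | Incubation: Compound 6 min at room temperature before oxytocin, 100 s read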
M4 ag – human M4 muscarinic receptor agonists, primary screen, CHO-K1 cells, Fluo-8 calcium fluorescence. CHO-K1 hM4/Gqi5; vehicle 0%, full acetylcholine response 100%. activation, % at 3 µM. 0.14% of 360,000 active;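 active means activation above the run mean over all test wells plus 3 SD, cut at about 32% in these data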;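 further: peak over basal fluorescence ratio per well then scaled between controls; 0% = DMSO wells and 100% = acetylcholine at EC100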
M1 PAM – human M1 muscarinic receptor positive allosteric modulators, primary screen, CHO-K1 cells, Fluo-8 calcium fluorescence, 1536-well | activation, % at 3 µM | AID 588819, 2011 | 0.088% of 360,000 active | CHO-K1 hM1, ACh EC20; 0% = ACh EC20, 100% = maximal ACh | Muscarinic acetylcholine receptor M1 (Homo sapiens), P11229; in the data active means activation above about 19%, passing the limit was not always enough
CHO-K1 Ca antag – counter-screen for M1 antagonists: effect in parental CHO-K1 cells | ATP-induced calcium, Fluo-8 fluorescence | inhibition, % at 3 µM | 0.6% of 360,000 active | AID 602250;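 active means inhibition above a per-plate cutoff, the plate's mean sample inhibition plus 3 SD, cut at about 24% in these data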;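 further: 0% = DMSO plus EC80 ATP and 100% = DMSO alone without ATP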
M4 antag – human M4 muscarinic receptor antagonists, primary screen, CHO cells, Fluo-8 calcium fluorescence; Muscarinic acetylcholine receptor M4 (Homo sapiens), P08173; CHO-hM4 cells, ACh EC80; inhibition, % at 3 µM; 0.73% of 360,000 active; AID 624125, 2012;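 active means inhibition above its plate's cutoff, the mean inhibition of sample wells plus 3 SD, cut at about 27% in these data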;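 further: 0% = acetylcholine EC80 with DMSO and 100% = DMSO without agonist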
CHRM1 antagonist – human M1 muscarinic receptor antagonists, primary screen, CHO-K1 cells, Fluo-8 calcium fluorescence, 1536-well; CHO-K1 hM1, ACh EC80 antagonist; 1.3% of 360,000 active; AID 588852, 2011; Muscarinic acetylcholine receptor M1 (Homo sapiens), P11229; inhibition, % at 3 µM;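 active means percent inhibition above its own plate's cutoff, namely the mean of that plate's compound wells plus 3 SD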;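 further: peak over basal fluorescence ratio during 140 s after agonist addition; 0% = ACh EC80 plus DMSO and 100% = DMSO alone without agonist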
* = called active by the depositor; x = no result given. Not a hit list; overall some 2.9% were active at least once.

SMILES	CHO parental Ca	CHO-K1 Ca ag	CHRM1 agonist	OXTR potentiate	M4 ag	M1 PAM	CHO-K1 Ca antag	M4 antag	CHRM1 antagonist
CCCCn1c(N)c(N(Cc2ccccc2OC)C(=O)CC2OC(=O)c3ccccc32)c(=O)[nH]c1=O (stereo not drawn)	-7.1	-0.2	-1.4	-5.8	0.2	-0.3	-2.0	1.9	-3.6
Cc1ccccc1CSCCNS(C)(=O)=O	-10.6	0.1	-3.7	-4.5	0.3	-5.3	16.4	1.1	15.7
Cc1ccc(-c2cnc3n2CCCCC3)cc1	10.0	1.4	-15.7	-14.5	4.2	-20.9	-11.3	-9.6	0.2
CCOc1ccc(S(=O)(=O)NCCC(=O)N2CC=C(c3ccccc3)CC2)cc1	25.8	7.4	3.0	-12.8	14.2	-1.7	10.8	3.4	4.0
C/C(=C\C(=O)Nc1cscc1C)C(=O)O	-11.1	9.7	-5.4	-1.6	-0.3	3.3	9.6	-3.9	-1.8
COc1ccc(C(C(=O)NC(C)(C)C)N(CC2CCCO2)C(=O)CCC(=O)Nc2cc(C)on2)cc1 (stereo not drawn)	-23.6	0.1	-3.3	-2.5	0.1	10.7	-9.4	-0.5	-32.4
O=C(CCc1nc2ccccc2c(=O)[nH]1)N1CCCc2ccccc21	-11.5	2.2	-0.9	-7.4	2.5	7.3	4.0	1.5	-10.6
Cc1ccc(S(=O)(=O)N2CCC[C@H]2C(=O)OCC(=O)c2ccc3c(c2)NC(=O)CO3)cc1	-7.1	5.9	2.5	-10.5	10.7	-3.8	-0.5	-2.2	-0.2
COc1ccc(C(=O)N2CCCC(c3nc(-c4cccs4)no3)C2)cc1 (stereo not drawn)	-10.8	4.9	-3.6	-5.3	3.9	3.4	-16.3	5.5	-6.6
CCOc1ccccc1NC(=O)CSc1nnc(Cc2ccc(OC)cc2)c(=O)n1N	-36.2	1.1	-2.3	3.0	2.0	3.8	-13.5	-1.5	-2.3
CC1=C(C(=O)Nc2ccc(C)cc2C)C(c2cccs2)NC(=S)N1 (stereo not drawn)	-5.5	0.4	-3.8	0.5	-0.1	-0.7	9.4	12.7	9.1
CC(=O)N1CCOc2ccc(S(=O)(=O)N3CCC(C(=O)Nc4ccc(C)c(C)c4)CC3)cc21	-5.8	2.7	-2.7	-6.5	6.6	1.0	-8.8	-17.6	-4.9
O=C(Cn1ccc(NC(=O)OCc2ccccc2)nc1=O)NCCCn1ccnc1	0.9	0.3	-6.3	1.6	0.3	5.5	-12.2	5.7	-7.0
CCCCn1c(SCC(=O)Nc2cc(C)on2)nc2c1c(=O)n(C)c(=O)n2C	-7.2	8.2	-5.3	-0.6	8.7	10.0	-6.8	-12.5	-16.9
COc1cccc(NC(=O)c2cc(-c3cccnc3)nc3c(Cl)cccc23)c1	-3.2	0.8	4.3	-1.0	9.6	6.0	19.7	1.5	1.8
O=C(O)c1cccc(NC(=O)c2cn(-c3ccccc3)nc2-c2cccc(Br)c2)c1	18.3	0.1	-5.2	-16.1	4.0	2.0	6.8	17.9	-2.7
CCCc1nn2c(=O)cc(COc3cccc(NC(=O)c4ccco4)c3)nc2s1	-20.1	-0.4	1.6	-8.6	3.2	20.3	6.0	-5.8	-12.4
CC(C)(Cc1cccc(CC(C)(C)C(=O)O)c1)C(=O)O	4.6	0.1	-4.8	-3.6	3.1	-3.2	7.0	-18.9	1.9
COc1cnc(-c2ccccc2)nc1Oc1cccc(C)c1C	-11.8	0.4	-5.1	-5.2	-1.4	2.4	-27.1	-9.5	-15.9
CN(C)CCCN(Cc1ccccc1)C(=S)Nc1cccc(C(F)(F)F)c1	-4.9	1.7	-5.9	-6.7	5.9	-4.6	4.1	3.2	6.8
O=C(/C=C/c1ccccc1)Oc1ccc(C(=S)N2CCOCC2)cc1	-14.6	-0.1	-2.6	-5.8	1.4	5.5	9.5	-8.1	2.6
Cc1ccccc1Cn1nnc(C(=O)Nc2ccc3c(c2)OCCO3)c1N	11.2	4.7	3.9	-12.5	4.2	2.2	1.1	-7.7	-0.6
Cc1ccc(N(C)S(=O)(=O)c2ccc3[nH]cc(C(=O)NCCCN4CCOCC4)c(=O)c3c2)cc1C	-6.1	13.2	-2.5	-5.7	4.8	-13.1	4.7	19.5	31.9
CCO[C@@H]1OC(C(=O)NCc2nc3ccccc3[nH]2)=C[C@H](C2CCCCC2)[C@H]1CCCO	-20.2	3.1	-4.4	-9.8	11.0	-7.2	-18.8	-1.1	0.3
CCN(CCCNC(=O)C1CCN(C(=O)c2cc3sccc3n2C)CC1)Cc1ccccc1	-18.3	0.4	-13.6	2.9	2.1	-6.8	-12.3	-3.8	-6.7

Following part:
SMILES	CHO parental Ca	CHO-K1 Ca ag	CHRM1 agonist	OXTR potentiate	M4 ag	M1 PAM	CHO-K1 Ca antag	M4 antag	CHRM1 antagonist
CCc1ccc(-c2cn(-c3nc(C)cc(C)n3)c(=N)o2)cc1	-16.2	0.3	-6.6	-1.6	-3.2	15.1	-9.6	4.6	-15.9
COc1ccc2oc(=N)c(C(=O)NCc3ccccc3)cc2c1	x	0.6	-2.1	x	-0.5	0.3	1.3	2.8	-5.5
CCCn1c(NCc2ccc3c(c2)OCO3)nc2ccccc21	-28.2	2.2	-5.3	-7.5	2.7	-0.1	-16.1	-23.8	-23.5
COc1ccc(OC)c(NC(=O)CCn2ccnc2)c1	-2.8	0.6	-1.8	-6.1	-0.2	7.9	1.2	3.2	-5.7
COc1c(Br)cc(Br)cc1/C=C1/C(=O)N=C(N)N1C	-3.8	-0.1	-3.2	1.2	1.8	3.6	22.0	4.3	0.1
Nc1nc(CSc2nnc(-c3cccc(F)c3)n2-c2ccccc2)nc(N2CCOCC2)n1	-3.4	0.2	-3.7	2.5	0.5	-5.7	13.9	10.0	0.1
CC1CCC2CCCCC2N1C(=O)c1cc([N+](=O)[O-])cc([N+](=O)[O-])c1 (stereo not drawn)	-7.2	0.1	-5.8	-6.6	0.5	7.3	-10.2	2.8	-3.8
O=[N+]([O-])c1ccc(N2CCCCC2)cn1	0.4	-0.1	-9.6	0.9	1.0	-0.9	-2.3	4.3	-0.4
O=C(O)CSc1nnc(-c2ccccc2O)n1Cc1ccccc1	8.7	-0.3	-1.8	-7.8	0.2	6.5	-9.9	4.8	-10.3
COC(=O)C1CN(C(=O)COc2ccc(C)c(C)c2)c2ccccc2O1 (stereo not drawn)	-9.9	2.4	-3.9	-9.4	1.8	-0.5	-13.6	-7.1	1.4
O=C(C1CCC(Cn2c(=S)[nH]c3ccccc3c2=O)CC1)N1CCN(c2ccccn2)CC1 (stereo not drawn)	-9.8	1.1	-4.6	-5.7	0.9	4.8	-7.5	-1.0	1.7
CCN(C(=O)CN1CCN(c2cccc(C(F)(F)F)c2)CC1)c1c(N)n(Cc2ccccc2)c(=O)[nH]c1=O	-15.4	0.5	-5.5	0.3	0.0	8.1	-19.1	0.5	-9.9
Cc1c(NS(=O)(=O)c2cccc(C(=O)O)c2)c(=O)n(-c2ccccc2)n1C	-8.6	-0.1	-0.9	5.3	0.2	1.9	-11.7	4.2	0.6
CCCN1CCN(CC(=O)NCC(=O)Nc2cccc(C)c2C)CC1	x	0.5	-3.4	x	1.6	1.0	0.2	-1.4	-2.7
O=C(NC12CC3CC(CC(C3)C1)C2)c1c(Cl)cccc1Cl	-11.5	-0.1	-0.6	-1.1	0.7	3.4	5.2	-11.5	-8.8
O=[N+]([O-])c1ccc(C(O)C23CN4CN(CN(C4)C2)C3)cc1 (stereo not drawn)	-0.9	-0.2	-1.9	-10.2	0.5	1.8	1.1	-2.5	-2.1
CCc1cc(=O)oc2cc3occ(-c4ccc(OC)c(F)c4)c3cc12	-23.2	0.4	-11.9	-1.0	0.0	-1.8	-6.5	-8.3	-8.4
O=C(C1CCN(S(=O)(=O)c2ccc(Cl)cc2)CC1)N1CCOCC1	-5.8	0.7	-1.8	2.3	0.8	5.9	-1.4	-2.7	7.1
CCCCNS(=O)(=O)c1ccc2nc(SCC(=O)c3ccccc3OC)[nH]c2c1	9.1	6.1	-0.3	-11.0	5.3	-6.9	-4.4	-8.3	11.7
CCOC(=O)c1c(C)[nH]c(C)c1C(=O)COC(=O)c1cccnc1Cl	2.0	0.4	-0.5	-1.7	4.1	8.8	-22.4	-1.1	-24.0
O=C(Nc1ccccc1C(F)(F)F)N1CCN(C(c2ccccc2)c2ccccc2)CC1	-8.2	0.5	-6.0	-4.8	-0.5	-24.9	1.1	35.3*	44.4*
Cc1ccc(C)c(Oc2cc(NC(=O)CCCn3nc(C)c([N+](=O)[O-])c3C)cc([N+](=O)[O-])c2)c1	-3.5	6.3	-7.7	-14.2	1.8	-5.0	5.6	7.1	-0.5
CCC1CCCCN1CCCNC(=O)CN1C(=O)c2cccnc2Oc2ccc(C)cc21 (stereo not drawn)	-17.3	0.1	-5.1	-3.8	2.5	-0.3	-16.4	-13.9	-0.1
C=CCCC(=O)NC1CC(C)(C)Cc2c1cnn2-c1ccc(OC)cc1 (stereo not drawn)	-18.5	0.1	-2.9	-2.7	0.1	2.7	-1.4	-2.0	-14.9
Cc1ccc(OCC(=O)Nc2cccc(O)c2)cc1C	1.4	1.4	0.2	-4.6	3.5	1.4	0.4	-3.9	9.9
CN1CCC(=NNC(=O)c2cc(-c3ccc(Cl)cc3)n[nH]2)CC1	-8.3	3.1	0.2	-2.9	0.7	13.2	-6.0	-6.3	-16.8
COc1ccc(NC(=O)CCCN2C(=O)CN(C)C2=O)cc1Cl	-10.3	0.4	-1.8	5.2	0.5	6.8	-6.1	4.4	-6.7
CNC(=O)COc1coc(CN2CCN(c3cccc(Cl)c3)CC2)cc1=O	-5.7	1.3	-3.8	-16.8	0.8	9.7	-14.4	4.2	-12.5
Cn1c(COc2ccccc2)nnc1SCCN1CCOCC1	-13.6	0.1	-2.5	0.8	0.5	1.0	-4.7	-2.8	-1.4
Cc1ccccc1[C@@H]1C(C#N)=C(N)S[C@H]1C(=O)c1ccccc1	-11.8	0.1	-5.2	-11.6	0.6	-11.6	-1.2	2.9	17.7
